# Source: PubChem
# TEAD-YAP block: TEAD-YAP interaction inhibition; HEK-TIYL cells, TEAD-Gal4/YAP UAS-luciferase luminescence; inhibition, % at 9.12 µM; 1.4% of 640,000 active; in the data active = inhibition above about 32%;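 also: 0% = median of test compound wells and 100% = reference inhibitor wells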
# FBW7 activator: human FBW7 E3 ligase activation, primary screen. Q969H0. AlphaScreen FBW7–phospho-cyclin E peptide binding, activator screen. normalized activity (activation), % at 26.1 µM. 0.13% of 650,000 active; in the data active = normalized activity above about 1.9%;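 also: purified mutant Fbw7 with reduced substrate affinity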
# MITF inh: blocks human microphthalmia-associated transcription factor | O75030 | AID 1259374 | inhibition, % at 2.6 µM | 0.91% of 650,000 active | AlphaScreen MITF homodimerization, bead proximity signal; in the data active = inhibition above about 50%;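 also: 0% = vehicle wells with protein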
# Target sequence (O75030 whole entry, looked up): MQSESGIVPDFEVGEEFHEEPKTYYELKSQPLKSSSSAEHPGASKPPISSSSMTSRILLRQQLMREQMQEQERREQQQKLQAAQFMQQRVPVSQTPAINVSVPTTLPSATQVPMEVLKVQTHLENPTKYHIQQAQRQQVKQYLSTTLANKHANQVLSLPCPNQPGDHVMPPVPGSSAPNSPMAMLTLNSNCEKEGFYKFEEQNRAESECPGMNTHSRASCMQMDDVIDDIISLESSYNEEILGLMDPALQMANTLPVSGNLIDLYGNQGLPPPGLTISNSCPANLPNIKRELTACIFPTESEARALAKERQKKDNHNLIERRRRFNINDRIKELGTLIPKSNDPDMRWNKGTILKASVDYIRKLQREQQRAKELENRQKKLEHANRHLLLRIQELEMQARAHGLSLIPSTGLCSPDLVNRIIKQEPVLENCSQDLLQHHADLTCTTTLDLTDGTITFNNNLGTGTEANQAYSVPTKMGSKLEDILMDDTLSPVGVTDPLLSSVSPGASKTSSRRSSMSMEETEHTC
# GPR151 ag: activates the human receptor GPR151; Q8TDV0; PathHunter beta-arrestin GPR151 cells, luminescence; activation, % at 11.2 µM; 1% of 650,000 active; in the data active = activation above about 4.9%;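 also: 0% = median of compound wells and 100% = cells with positive control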
# Target sequence (Q8TDV0 whole entry, looked up): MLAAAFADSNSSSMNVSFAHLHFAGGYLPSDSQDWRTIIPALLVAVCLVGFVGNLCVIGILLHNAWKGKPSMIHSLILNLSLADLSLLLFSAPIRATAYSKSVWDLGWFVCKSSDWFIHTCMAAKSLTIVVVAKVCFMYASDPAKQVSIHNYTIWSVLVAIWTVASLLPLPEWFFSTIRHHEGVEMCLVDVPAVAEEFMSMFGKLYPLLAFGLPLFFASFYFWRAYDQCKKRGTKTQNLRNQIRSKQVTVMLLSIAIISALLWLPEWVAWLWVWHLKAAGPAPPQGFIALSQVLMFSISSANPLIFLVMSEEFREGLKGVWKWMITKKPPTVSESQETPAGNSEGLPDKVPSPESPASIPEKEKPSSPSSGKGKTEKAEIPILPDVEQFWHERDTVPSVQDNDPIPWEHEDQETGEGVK
# Numbers without * were called inactive; & = joins results of further samples.
SMILES,TEAD-YAP block,FBW7 activator,MITF inh,GPR151 ag
COc1cc(CN2CCNC(=O)C2CC(=O)O)cc(OC)c1 (stereo not given),1,-0.3,-4,1.0
COc1ccccc1Cn1c(SCC(=O)c2ccccc2)nc2cc(C(=O)N3CCC4(CC3)OCCO4)ccc2c1=O,0,-0.2,-2,0.5
COc1ccc(Cl)cc1N(CC(N)=O)S(C)(=O)=O,-2,0.0,-5,0.4
Cc1ccc(CN2CC(C(N)=O)CC2=O)cc1 (stereo not given),2,0.0,4,-0.9
CCC1(C)Cc2c(sc3nc(SCc4ccccc4)n(-c4ccc(OC)cc4)c(=O)c23)CO1 (stereo not given),1,0.0,-15,0.3
Cc1ccc(C2=CC(c3ccc(OC(F)F)cc3)n3nnnc3N2)cc1 (stereo not given),-4,-0.2,2,-0.2
CC(NCc1c(C(=O)N2CCOCC2)nc2ccccn12)C1CC1 (stereo not given),6,-0.1,0,2.9
COc1ccccc1-n1c(C)cc(/C=C2\C(=O)NC(=O)N(Cc3ccco3)C2=O)c1C,10,-0.5,19,1.5
Cc1onc(-c2ccccc2Cl)c1C(=O)N=C1N=C2C=CC=CN2Cc2ccccc21,-52,0.0,-9,-6.5
CCN1C/C(=C/c2cc(C#N)n(C)c2C)c2nc3ccccc3c(C(=O)O)c2C1,5,0.0,7,0.4
O=C(NCc1cccnc1)c1ccc(-c2ccco2)nc1NCc1cccnc1,3,0.6,22,-0.4
O=C(NCC1CCCN(Cc2ccc3cccc(F)c3n2)C1)c1cccs1 (stereo not given),4,0.9,6,3.3
Cc1nn(CC(=O)NCC2CC2)c(=O)c2cc3occc3n12,-4,0.1,8,-0.5
CN(C)c1ccc(C2C3=C(CC(C)(C)CC3=O)Nc3ccccc3N2C(=O)Cc2ccc(Cl)cc2)cc1 (stereo not given),4,-0.1,5,0.9
CC(CCc1ccccc1)NC(=O)COC(=O)CSc1nnc(N)s1 (stereo not given),8,0.1,0,4.3
CCOc1cc(-c2ccc(O)c(O)c2)cc(=O)c2c(C)oc(C)c12,1,-0.1,13,2.0
CC(Cc1ccccc1)N=Cc1cc(-c2ccccc2)oc1S (stereo not given),-5,0.0,-7,1.1
O=c1cc(N2CCN(c3ccccc3)CC2)[nH]c(=O)n1-c1ccccc1,8,-0.2,-5,-0.8
Cc1ccc(NS(=O)(=O)N2CCCCCC2)cc1,0,0.0,16,0.9
COc1ccc(C2/C(=C(\O)c3ccc(Br)cc3)C(=O)C(=O)N2c2cc(C(C)(C)C)on2)cc1 (stereo not given),0,0.0,-5,1.0
C=CCSc1nc2sc3c(c2c(=O)n1-c1ccc(OC)cc1)CCc1ccccc1-3,-3,0.2,15,-0.9
CCOc1cc(C2C(C#N)=C(N)OC3=C2C(=O)CC(C)(C)C3)ccc1OC(C)C (stereo not given),4,-0.2,11,0.0
[O-][n+]1ccccc1Oc1ncnc2sc3c(c12)CCCC3,10,-0.1,-5,0.9
CCN(CC)S(=O)(=O)c1ccc(C(=O)N2CCC(c3nc4ccccc4[nH]3)CC2)cc1,-5,0.0,-8,-0.7
O=C(CSc1ccc([N+](=O)[O-])cc1)OCC(=O)c1ccccc1,3,0.1,24,-1.4

# Another view of 2 compounds above:
canonical_smiles: CC(NCc1c(C(=O)N2CCOCC2)nc2ccccn12)C1CC1 (stereo not given)
  TEAD-YAP block = 6; FBW7 activator = -0.1; MITF inh = 0; GPR151 ag = 2.9
canonical_smiles: COc1ccccc1-n1c(C)cc(/C=C2\C(=O)NC(=O)N(Cc3ccco3)C2=O)c1C
  TEAD-YAP block = 10; FBW7 activator = -0.5; MITF inh = 19; GPR151 ag = 1.5

# More compounds follow.
SMILES,TEAD-YAP block,FBW7 activator,MITF inh,GPR151 ag
COCc1cc(CN2CCCC(CNC(=O)c3ccc(F)cc3)C2)ccc1OC (stereo not given),-1,-0.1,-12,0.8
Cc1cc(C)c(OCC(O)CN2CCCCC2)c(C)c1 (stereo not given),4,0.1,24,-0.5
COCCCNCCOCCOc1ccc(C)c(C)c1,6,0.1,46,-1.2
CCc1c(C)c(C#N)c2nc3ccccc3n2c1N1CCN(C2=NCC(C)(C)S2)CC1,0,0.6,-2,0.5
CCc1ccc(N(C)S(=O)(=O)c2ccc3[nH]cc(C(=O)N4CCc5ccccc5C4)c(=O)c3c2)cc1,20,0.4,13,0.9
C=C1C(=O)[C@]23[C@H](O)[C@H]1CC[C@H]2[C@@]12CO[C@]3(O)[C@H](O)[C@@H]1C(C)(C)CC[C@@H]2O,10&6,-0.1&0.0,6&-7,3.8&0.2
O=C(CSc1nc2cc(Cl)ccc2s1)NCc1ccccc1,15,0.0,-6,1.4
CC1(C)CC(=O)c2sc(NC(=O)CSC(=O)c3ccccc3)nc2C1,-6,-0.1,4,2.2
Cc1cccc(-n2ncc3c(N4CCCCCC4)ncnc32)c1,74*,0.0,-4,-4.7
CC1=C(/C=C/C(C)=C/C=C/C(C)=C/CO)C(C)(C)CCC1,3&0,0.2&-0.1,8&-20,-1.3&1.1
Cc1csc(SCc2cc(=O)c(OC(=O)c3cc4ccccc4o3)co2)n1,13,0.0,10,0.6
O=C(NCc1ccccc1)c1ccc2nc(Nc3ccccn3)sc2c1,-9,0.0,-1,-2.1
COC(=O)c1ccc(Nc2nc(C)c([N+](=O)[O-])c(Nc3ccc(C(=O)OC)cc3)n2)cc1,3,-0.1,9,13*
O=C(O)c1ccc(-n2nnnc2SCc2ccccc2)cc1,8,-0.1,-7,0.1
Cc1ccc2nc(-c3cc(NC(=O)c4ccccc4I)ccc3Cl)oc2c1,-32,0.0,-2,0.7
CCc1ccc(-c2cn(-c3ccccc3Br)c(=S)[nH]2)cc1,-8,-0.2,1,0.8
NC(=O)c1cnn2c(C(F)(F)F)cc(-c3ccccc3)nc12,-16,-0.1,-5,1.6
O=[N+]([O-])c1cc(C(F)(F)F)ccc1N1CCC(C(O)(c2ccccc2)c2ccccc2)CC1,11,-0.1,7,0.2
CN(NC(=O)/C=C/c1ccccc1)C1=NS(=O)(=O)c2ccccc21,10,-0.1,-6,1.3
CCC(C)(C)NC(=O)C(c1ccc(F)cc1)N(CC1CCCO1)C(=O)c1csnn1 (stereo not given),-1,0.0,-2,-0.1
c1cc(-c2ccc(-c3cn[nH]c3)cc2)nc(Nc2ccc(-n3cnc(N4CCOCC4)n3)cc2)n1,-3,0.7,44,-0.4
COc1ccc(OC)c(-n2c(=S)[nH]c3cc(C(=O)NCc4ccc5c(c4)OCO5)ccc3c2=O)c1,-10,-0.1,-3,-0.7
O=C(NCC1CCCCC1)C1CCCN(C(=O)Nc2ccccc2)C1 (stereo not given),8,0.0,7,0.3
CC1CCCCN1C(=O)c1nn2c(c1Br)NC(c1cccs1)CC2C(F)(F)F (stereo not given),21,-0.1,-13,1.9
CSc1nsc(SC)c1NC(=O)N1CCCC1,0,-0.2,-1,-0.7

# One compound at a time, as listed above. Values in the order: TEAD-YAP block	FBW7 activator	MITF inh	GPR151 ag
# Profile of O=C(O)c1ccc(-n2nnnc2SCc2ccccc2)cc1 : 8	-0.1	-7	0.1
# Profile of COCc1cc(CN2CCCC(CNC(=O)c3ccc(F)cc3)C2)ccc1OC (stereo not given) : -1	-0.1	-12	0.8
# Profile of CSc1nsc(SC)c1NC(=O)N1CCCC1 : 0	-0.2	-1	-0.7
# Profile of [O-][n+]1ccccc1Oc1ncnc2sc3c(c12)CCCC3 : 10	-0.1	-5	0.9
# Profile of COCCCNCCOCCOc1ccc(C)c(C)c1 : 6	0.1	46	-1.2

# Additional records:
SMILES,TEAD-YAP block,FBW7 activator,MITF inh,GPR151 ag
Cc1ccc(Oc2ccc(N3C(=O)C4C5C=CC(C6CC56)C4C3=O)cc2)cc1 (stereo not given),6,0.2,19,1.6
C=C(C)CN(CC)Cc1ccccc1O,-5,0.0,36,1.6
CC1CC(=O)Nc2ccc([N+](=O)[O-])cc2N1C (stereo not given),5,0.0,-3,0.7
COc1ccc(C2C(C(=O)N3CC(C)CC(C)C3)c3ccccc3C(=O)N2C)cc1 (stereo not given),-1,0.2,0,0.3
CC(C)CC1=NC(C(F)(F)F)(C(F)(F)F)N=C(N2CCOCC2)O1,4,0.1,3,1.0
O=P1(Nc2ccccc2Br)C=C(c2ccccc2)OC(c2ccccc2)=C1,-7,-0.1,6,-1.5
COc1cccc(N2CCN(C(=O)CN3C(=S)NC(C)(C)CC3C)CC2)c1 (stereo not given),3,0.2,4,-1.4
CCc1c(C)c2ccc(O)cc2oc1=O,14,0.2,-2,0.7
COC(=O)c1ccc2nc(NC(=O)c3ccccc3Cl)sc2c1,-39,0.0,4,-7.5
CCCN1C(=O)/C(=C/c2ccc(N3CCCC3)cc2)NC1=S,-4,0.2,3,1.3
Cc1cccc(-c2cc(OC(=O)c3ccc(Cl)cc3)cc3sc(=O)oc23)c1,5,0.0,10,-1.3
CCOc1cc(C)c(Cl)cc1S(=O)(=O)Nc1ccccn1,-6,0.0,-3,1.0
CC(NC(=O)C(=O)N/N=C/c1cccc(Br)c1)c1ccccc1 (stereo not given),4,0.1,12,-1.0
O=C(O)Cn1ncn2c(cc3ccccc32)c1=O,-5,-0.3,-2,-0.1
CC(C(=O)N1CCc2ccccc2C1)n1cc(C(F)(F)F)ccc1=O (stereo not given),1,0.0,11,-1.0
C=CCn1c(-c2ccccc2)csc1=Nc1ccc(C)cc1,-14,-0.2,7,1.2
CCOC(=O)/C(C#N)=C/c1cc(Br)cc(Br)c1O,5,1.2,14,1.2
Cc1cccn2cc(-c3cccc(S(=O)(=O)N(C)C)c3)nc12,-19,-0.1,-4,1.4
Cc1cc(Cl)c(S(=O)(=O)N2CCCCCC2)cc1OCC(N)=O,1,-0.2,-14,-0.2
COC(=O)c1ccc(/C=N/Nc2ccc(Cl)cc2)cc1,-41,-0.2,-4,-1.3
CCOC(=O)N1CCC(N2Cc3cccc(C(=O)O)c3C2=O)CC1,3,0.0,7,-2.3
COc1ccc(OC)c(C2SCCN2S(=O)(=O)c2ccc(F)cc2)c1 (stereo not given),17,0.1,13,-1.5
COc1ccc(-n2ncc3c(N4CCN(c5ccccc5Cl)CC4)ncnc32)cc1,-2,0.0,1,0.3
Cc1ccc(NC(=O)CCS(=O)(=O)c2ccc3c(c2)n(C)c(=O)c(=O)n3C)nc1,1,0.7,13,-0.2
CC(C)NS(=O)(=O)c1ccc(NC(=O)Nc2ccccc2)cc1,-32,-0.1,-4,-1.3

# A few values from the list.
# Result of CCOc1cc(C)c(Cl)cc1S(=O)(=O)Nc1ccccn1 under FBW7 activator: 0.0
# Result of CCc1c(C)c2ccc(O)cc2oc1=O under FBW7 activator: 0.2
# Result of COC(=O)c1ccc(/C=N/Nc2ccc(Cl)cc2)cc1 under TEAD-YAP block: -41
# Result of CCCN1C(=O)/C(=C/c2ccc(N3CCCC3)cc2)NC1=S under GPR151 ag: 1.3
# Result of Cc1cccn2cc(-c3cccc(S(=O)(=O)N(C)C)c3)nc12 under MITF inh: -4

# Remaining list, next part:
SMILES,TEAD-YAP block,FBW7 activator,MITF inh,GPR151 ag
O=C(NCC1CCCO1)C1CCCN(S(=O)(=O)c2ccc(Br)cc2)C1 (stereo not given),1,0.2,-7,1.5
Cc1cc(N=c2ssnc2Cl)no1,3,-0.1,-3,-0.2
CN1CCN(Cc2cc([N+](=O)[O-])ccc2O)CC1,9,0.0,7,0.8
COc1ccc(C(=O)Nc2ccc(F)c(Cl)c2)cc1[N+](=O)[O-],-13,0.0,-4,2.0
NC(=O)c1cc[n+](Cc2ccc([N+](=O)[O-])cc2)cc1,12,-0.1,21,-0.4
COc1ccc(C(=O)NC(CC(=O)O)c2cccc([N+](=O)[O-])c2)cc1OC (stereo not given),-1,0.0,-11,-0.3
COc1ccc2c(CN3CCN(c4ccc(F)cc4)CC3)cc(=O)oc2c1,1,0.1,10,-0.4
O=c1ccc(=O)n(Cc2ccccc2)[nH]1,4,0.0,1,0.2
Cc1nc2cc(C(=O)NCC3CCCO3)ccc2n1-c1ccc(C(C)C)cc1 (stereo not given),-2,-0.1,-2,1.3
CC(C)N(C(=O)C1CCCCC1)c1nnc(-c2cccnc2)s1,-4,0.1,-2,1.4
CC1(C)CC(=O)C2=C(C1)Nc1ccccc1N(C(=O)c1ccccc1)C2c1ccc([N+](=O)[O-])cc1 (stereo not given),1,-0.2,-1,0.5
O=C1N=C(N2CCCCC2)S/C1=C\c1ccc(F)cc1,-42,0.7,11,-1.9
COc1cccc(/C(C)=N/NC(=O)c2cc(-c3ccncc3)nc3ccccc23)c1,49*,-0.1,0,-0.8
Cc1ccc(NS(=O)(=O)c2ccc(NS(=O)(=O)c3ccc(F)cc3)cc2)cc1C,-5,0.0,4,1.2
NCc1ccc(-c2nc3ccccc3o2)cc1,-10,0.2,-5,-4.4
COCCNC(=S)NN(c1ccccc1)c1ccccc1,-6,0.7,18,-1.1
CN1CCCC(CN(C)C2CCC(=O)N(Cc3ccc(Cl)cc3)CC2)C1 (stereo not given),8,0.1,8,0.1
CC(C)NC(=O)c1cc2n(n1)C(C(F)(F)F)CC(c1ccc(Br)cc1)N2 (stereo not given),9,-0.1,-8,0.0
CCOC(=O)c1cccc(NC(=O)COc2ccc(C)c(C)c2)c1,-25,0.0,1,1.5
CCOC(=O)C1=C(C)NC2=C(C(=O)C(C(=O)OCC)C(c3ccc(OC)cc3)C2)C1c1ccc(N(C)C)cc1 (stereo not given),-1,-0.1,17,-0.3
C=C(C)n1c(=O)[nH]c2ccccc21,6,-0.1,10,2.3
Cc1ccc(/C=N/N=C2/NC(=O)C(CC(=O)Nc3ccc(Cl)cc3Cl)S2)o1 (stereo not given),6,0.0,4,-0.3
CCOC(=O)Cn1c(=O)oc2cc(S(=O)(=O)NC3CCCCC3)ccc21,2,-0.1,-7,-0.1
